Screens as filed in PubChem BioAssay.
PERK inhibitor: block of dimerizer-induced PERK translation repression, primary screen, PERK inhibitor project, CHO PERK-DD cells, SEAP luminescence, HTS; actives 0.17% (n = 220,000); Eukaryotic translation initiation factor 2-alpha kinase 3 (Homo sapiens), Q9NZJ5; inhibition, % at 5.6 µM; AID 1416, 2008; CHO PERK-DD fusion, SEAP luminescence translation reporter;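 active means inhibition above the mean inhibition of all tested compounds plus 3 SD, set separately per screening campaign, cut at about 2.9% in these data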;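 further: PERK kinase domain activated by AP20187 dimerizer at 100 nM; 0% = DMSO with dimerizer and 100% = rapamycin at 8.4 µM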
KCC2 mod: KCC2 cotransporter modulators, thallium flux, primary screen, cell-based, HEK293 KCC2, FluoZin-2 fluorescence, MLSMR | Solute carrier family 12 member 5 (Homo sapiens), Q9H2X9 | KCC2 cells, thallium flux FluoZin-2 fluorescence | B-score of Tl+ flux slope (higher = more flux/activation; lower = inhibition) at 10 µM | actives 2.2% (n = 190,000) | AID 1456, 2008;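 active means thallium flux slope and its plate-corrected score both differing from the plate sample mean at a set confidence after two filtering rounds, in either direction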;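 further: slope of fluorescence scaled to starting intensity during 10 to 20 s after thallium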
hK5 inh: human KLK5 protease inhibitors, primary screen, biochemical, 1536-well. inhibition, % at 5 µM. recombinant hK5, fluorogenic AMC substrate cleavage. Kallikrein-5 (Homo sapiens), Q9Y337. actives 0.59% (n = 210,000);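 active means inhibition of 40% or more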;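 further: 0% = enzyme controls without compound and 100% = no-enzyme blanks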
Target sequence (Q9Y337 67-293 limits assumed): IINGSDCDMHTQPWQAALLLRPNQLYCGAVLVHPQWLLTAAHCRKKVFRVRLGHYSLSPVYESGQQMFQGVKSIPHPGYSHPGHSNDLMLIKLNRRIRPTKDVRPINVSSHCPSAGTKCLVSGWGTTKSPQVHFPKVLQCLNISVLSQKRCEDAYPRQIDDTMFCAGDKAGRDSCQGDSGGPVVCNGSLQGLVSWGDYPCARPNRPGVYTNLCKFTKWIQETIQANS
Wee1 degr inh: Wee1 degradation inhibitors, primary screen, cell-based, HeLa, Wee1K328M-luciferase, luminescence. HeLa Luc-Wee1K328M stability; 100% = proteasome inhibitor MG132 effect. reporter increase, % at 5 µM. actives 1.2% (n = 220,000). AID 1321, 2008;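 active means activation above the mean of all tested compounds plus 3 SD, set per screening run, cut at about 8.8% in these data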;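 further: cells exposed to compound for 20 h before luminescence read; 0% = DMSO alone and 100% = MG132 at 30 µM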
FXIIa inh: human FXIIa protease inhibitors, primary screen, biochemical, 1536-well; inhibition, % at 5 µM; actives 0.3% (n = 220,000); purified FXIIa, Boc-QGR-AMC fluorogenic substrate, 2 h; in the data active means inhibition above about 40%;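 further: 0% = enzyme with no compound and 100% = blank without enzyme; many of its hits are not listed in these tables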
FXIa inh: human FXIa protease inhibitors, primary screen, biochemical, 1536-well; Coagulation factor XI (Homo sapiens), P03951; purified FXIa, Boc-Glu-Ala-Arg-AMC fluorogenic substrate; inhibition, % at 5 µM; actives 0.14% (n = 220,000); AID 798, 2007;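 active means inhibition of at least 40%; inactive means inhibition below 40%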;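 further: fluorescence of freed AMC excited at 355 nm; 0% = enzyme without compound and 100% = no enzyme blank; many of its hits are not listed in these tables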
Target sequence (P03951 19-387 limits assumed): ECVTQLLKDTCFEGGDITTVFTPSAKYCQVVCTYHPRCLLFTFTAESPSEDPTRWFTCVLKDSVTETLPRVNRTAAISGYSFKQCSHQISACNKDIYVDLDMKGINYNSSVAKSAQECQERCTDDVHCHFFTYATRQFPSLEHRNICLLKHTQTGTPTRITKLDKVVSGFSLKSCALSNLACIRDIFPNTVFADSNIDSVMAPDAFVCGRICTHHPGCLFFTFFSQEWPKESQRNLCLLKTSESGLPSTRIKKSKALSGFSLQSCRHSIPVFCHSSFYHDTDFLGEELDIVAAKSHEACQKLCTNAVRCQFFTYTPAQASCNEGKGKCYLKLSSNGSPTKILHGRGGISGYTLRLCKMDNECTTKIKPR
Target sequence (P03951 388-625 limits assumed): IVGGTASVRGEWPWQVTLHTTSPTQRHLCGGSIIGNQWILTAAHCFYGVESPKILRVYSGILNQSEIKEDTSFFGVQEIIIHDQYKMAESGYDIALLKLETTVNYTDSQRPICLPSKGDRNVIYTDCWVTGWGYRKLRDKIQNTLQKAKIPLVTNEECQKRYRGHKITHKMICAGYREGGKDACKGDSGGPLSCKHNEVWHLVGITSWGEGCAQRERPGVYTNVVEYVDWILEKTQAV
thrombin 1536: human alpha-thrombin inhibitors, primary screen, counter-screen for coagulation protease inhibitor project, biochemical, 1536-well, fluorogenic AMC substrate | actives 0.26% (n = 220,000) | Boc-VPR-AMC fluorogenic substrate cleavage | inhibition, % at 5 µM | Prothrombin (Homo sapiens), P00734;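 active means inhibition at or above 40%; inactive means inhibition below 40%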;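 further: 0% = enzyme with no compound and 100% = wells without enzyme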
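System – human alpha-thrombin · Medium – pH 7.5 Tris (50 mM) with NaCl 150 mM, Tween 20 0.05% · Compound – single-point dosing at 5 µM, 0.2% DMSO · Incubation – enzyme reaction carried out at room temperature · Technique – fluorescence of released AMC, ex 355 nm, em 460 nm · Read-out basis – % inhibition of thrombin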
p97 inhibitor: inhibitors of human p97 ATPase, primary screen, biochemical; actives 0.42% (n = 220,000); inhibition, % at 8 µM; AID 1481, 2009; Transitional endoplasmic reticulum ATPase (Homo sapiens), P55072; recombinant p97 ATPase, Kinase-Glo ATP luminescence, 3 h; in the data active means inhibition above about 15%;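 further: 0% = DMSO vehicle and 100% = wells lacking enzyme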
Furin inhibitor: human furin inhibitors, primary screen, biochemical, fluorescence intensity | purified furin, fluorogenic substrate cleavage | inhibition, % at 30 µM | actives 0.061% (n = 220,000) | AID 463115, 2010; in the data active means inhibition above about 25%; further: inactives centre near -15
* hit, by the source's call; · = no result given; & = joins results of further samples; [ ] = dose if it differs, or a comment.

[1] COC(=O)c1c(NC(=O)CC2SC(N)=NC2=O)sc2c1CCCC2 (centres undefined)
[2] Nc1ccccc1C(=O)NCc1ccc(Cl)cc1
[3] O=C(NC1CCCCCC1)c1nc2ncccn2n1
[4] CC(C)CNC(=O)CSc1nc2scc(-c3ccccc3)c2c(=O)[nH]1
[5] CCOCCCNS(=O)(=O)c1cc(Br)cc2c1N(C(=O)C1CC1)CC2
[6] CCCn1c(-c2cccs2)nc2ccccc21
[7] CCCc1nc(-c2ccccc2O)n(-c2ccccc2)n1
[8] O=C(CSc1nnc(-c2ccncc2)n1-c1ccc(Cl)cc1)N1CCOCC1

compound no.,1,2,3,4,5,6,7,8
PERK inhibitor,0.0,-0.3,0.4,0.7,-1.2,0.3,0.0,-0.8
KCC2 mod,·,-0.032,·,0.11,-1.3,-1,0.12,-0.1
hK5 inh,-7,-13,0,-15,5,-12,-7,-8
Wee1 degr inh,4,0,5,4,2,-3,-2,1
FXIIa inh,1,9,16,10,19,0,15,2
FXIa inh,-3,9,7,6,7,0,2,-8
thrombin 1536,-2,-2,-2,-6,0,-2,-6,-7
p97 inhibitor,0,3,4,2,-6,2,-8,-5
Furin inhibitor,-14[20 µM],-33,-10,-9,-7,-9,-20[20 µM],-16[20 µM]

[9] Cc1ccc(NS(=O)(=O)c2ccc(C(=O)OCC(=O)NCC3CCCO3)cc2)cc1 (centres undefined)
[10] O=C(N/N=C/c1c(Cl)cccc1Cl)c1n[nH]c2c1CCCC2
[11] CCCc1cc(N2CCCC(C(=O)Nc3c(OC)cccc3OC)C2)n2ncnc2n1 (centres undefined)
[12] O=C(CN1CCC(NC(=O)Cc2ccccc2)CC1)Nc1ccccc1Br
[13] CC(/C=C/c1ccc2c(c1)OCO2)=N\NC(=O)c1cccc([N+](=O)[O-])c1
[14] COc1ccc(C(=O)/C=C/Nc2ccccn2)cc1
[15] Cc1nn(C)cc1S(=O)(=O)N1CCN(Cc2cccc(Cl)c2)CC1
[16] COc1cc(C(=O)OC(C)CN2CCOCC2)cc(OC)c1OC (centres undefined)

compound no.,9,10,11,12,13,14,15,16
PERK inhibitor,1.2,0.1,-1.0,0.0,-0.2,-1.3,0.9,0.3&0.0
KCC2 mod,-0.27,-0.07,-0.012,-0.23,0.33,-0.47,-0.51,0.43
hK5 inh,-1,3,0,-19,-43,-4,-2,-37&-1
Wee1 degr inh,-3,10.0*,2,0,-1,-3,5,-1&-3
FXIIa inh,8,26,7,9,6,15,14,-17&9
FXIa inh,-4,22,-4,8,0,-5,1,-9&-1
thrombin 1536,-12,4,-8,1,-2,1,9,-15&-1
p97 inhibitor,0,-1,3,1,1,-15,1,0&4
Furin inhibitor,-22,-14,-3[20 µM],-10,-4[20 µM],-16[20 µM],-6,-19&-27

[17] CCOC(=O)CNC(=O)CSc1nc2cccnc2n1C1CCCCC1
[18] Cc1ccccc1NC(=S)NC(NC(=O)c1ccccc1C)C(Cl)(Cl)Cl (centres undefined)
[19] CCCN1C(=O)C(Cc2nc3ccccc3c(=O)n2-c2ccccc2)c2cc(C)ccc21 (centres undefined)
[20] S=C(NCc1ccccc1)Nc1ccc2cn[nH]c2c1
[21] COCCCNC(=O)COC(=O)c1ccc(-c2nc3ccccc3s2)s1
[22] COc1ccccc1C(=O)NCC(=O)N/N=C/c1cn[nH]c1-c1ccccc1
[23] CC(C)NC(=O)COc1ccc(Cl)cc1Cl
[24] CCn1c(SCC(=O)c2c[nH]c3ccccc23)nc2cc(S(=O)(=O)N3CCOCC3)ccc21

compound no.,17,18,19,20,21,22,23,24
PERK inhibitor,-0.3,0.1,-0.1,-0.4,0.8,0.6,0.5,-1.6
KCC2 mod,-0.067,-0.78,-1.2,-1.2,-2.9,-0.8,-0.045,0
hK5 inh,0,-6,-12,-7,1,-1,-8,-14
Wee1 degr inh,-1,-1,2,-2,0,1,-4,0
FXIIa inh,14,12,14,2,6,4,13,8
FXIa inh,4,36,21,-5,-3,-3,0,-8
thrombin 1536,-4,3,0,-8,-7,-3,-1,-4
p97 inhibitor,-3,1,-1,0,-6,-1,4,-5
Furin inhibitor,-23,-20,-18,-20,-11,-25,-24[20 µM],-14

[25] Cn1nc(CC(=O)NCc2ccc(C(F)(F)F)cc2)c2ccccc2c1=O
[26] CCCCCN=Cc1c(C)[nH]n(-c2nc3ccccc3s2)c1=O
[27] CCN(CC)C(=O)C1CCN(S(=O)(=O)c2cccc3nonc23)CC1
[28] COCCCNC(=O)c1ccc2c(c1)CCN2S(C)(=O)=O
[29] CC(C)c1cc(CNC(=O)CCc2nnc(CCCc3ccccc3)o2)on1
[30] Cc1cc(C)cc(N=C2SC(CC(=O)Nc3ccccc3)C(=O)N2CCN2CCOCC2)c1 (centres undefined)
[31] CCCCNc1ccc(C(CC(N)=O)NC(=O)c2ccccc2)cc1[N+](=O)[O-] (centres undefined)
[32] O=C(CN1C(=O)COc2ccc(Cl)cc21)N1CCc2ccccc21

compound no.,25,26,27,28,29,30,31,32
PERK inhibitor,0.0,-1.1,-0.6,-0.1,0.1,-0.9,·,-0.4
KCC2 mod,-0.85,-0.13,0.57,0.64,-0.72,0.35,-0.27,·
hK5 inh,2,-14,-8,-6,2,5,3,5
Wee1 degr inh,-3,-3,1,1,1,-2,·,1
FXIIa inh,7,15,8,-7,2,11,8,-7
FXIa inh,-6,4,2,-6,1,4,0,-10
thrombin 1536,-4,2,-7,-8,-11,3,-4,-3
p97 inhibitor,1,-50,1,3,-5,2,·,-1
Furin inhibitor,-13[20 µM],-7,-21[20 µM],1[20 µM],-9,-25,-21,-15[20 µM]

[33] CC(=O)Nc1ccc(NC(=O)CN2CCN(c3cccc(C(F)(F)F)c3)CC2)cc1
[34] COc1ccccc1NC(=O)CN(Cc1ccco1)C(=O)c1cc2ccccc2o1
[35] Cn1c(=O)c2c(ncn2CC(=O)Nc2ccc(Cl)cc2Cl)n(C)c1=O
[36] COc1ccc(NCc2cc3cc(OC)ccc3[nH]c2=O)cc1
[37] COc1ccc(S(=O)(=O)/N=C2/NC(=O)/C(=C\c3ccco3)S2)cc1
[38] O=C1Oc2ccccc2C(=O)/C1=C\N1CCN(c2ccccc2)CC1
[39] COC(=O)c1ccccc1NC(=O)CCNC(=O)Cn1cnc2ccccc2c1=O
[40] CCN(CC)S(=O)(=O)c1ccc(N2CCOCC2)c(NC(=O)c2ccc(F)cc2)c1

compound no.,33,34,35,36,37,38,39,40
PERK inhibitor,0.5,-0.2,-0.7,0.1,0.8,-0.2,0.2,-0.5
KCC2 mod,-0.15,-2,0.22,·,-0.5,-1.1,-1.6,·
hK5 inh,-28,-3,-5,-14,-4,-4,-3,12
Wee1 degr inh,-2,-2,0,-2,-2,0,1,-3
FXIIa inh,-20,10,6,26,10,·,10,9
FXIa inh,-17,-7,3,17,1,0,-1,-3
thrombin 1536,-12,-20,-2,0,0,-6,-5,1
p97 inhibitor,0,-4,-3,6,7,5,2,2
Furin inhibitor,-6[20 µM],-30,-14[20 µM],-27,-15,-12,-17,-21

[41] CCC(CO)n1cnnc1-c1ccncc1 (centres undefined)
[42] O=C(CN1CCN(c2ccccn2)CC1)Nc1ccccc1
[43] NC(=O)CC(NC(=O)c1ccccc1)c1ccc(NCc2ccc(F)cc2)c([N+](=O)[O-])c1 (centres undefined)
[44] CCCc1cc(=O)[nH]c(SCC(=O)CSc2nc(CCC)cc(=O)[nH]2)n1
[45] COCCNC(=S)N/N=C(\C)c1ccccc1OC
[46] CN(CC(=O)NCCc1ccccc1)S(=O)(=O)c1ccc(Br)cc1
[47] COC(=O)[C@H](C)[C@H]1C[C@]1(C)[C@H](NC(=O)OCc1ccccc1)c1ccccc1
[48] Cc1nn(Cc2ccccc2Cl)c2sc(C(=O)NCCCn3ccnc3)cc12

compound no.,41,42,43,44,45,46,47,48
PERK inhibitor,0.9,-1.8,·,0.4,0.2,0.1,-0.7,-1.1
KCC2 mod,·,-1.8,1.4,0.42,1.2,-0.8,2.8,-0.62
hK5 inh,-1,-12,4,14,-7,-6,-2,2
Wee1 degr inh,0,-3,·,4,0,0,1,0
FXIIa inh,-10,17,10,11,11,23,9,3
FXIa inh,-3,1,2,2,4,3,3,-6
thrombin 1536,-6,2,0,-1,0,6,4,-1
p97 inhibitor,0,-5,·,0,-3,1,-2,-3
Furin inhibitor,-15,-8[20 µM],-27,-13,-5,-23,6,-13

One compound at a time, from the list above.
Entry for COCCCNC(=O)c1ccc2c(c1)CCN2S(C)(=O)=O = PERK inhibitor = -0.1; KCC2 mod = 0.64; hK5 inh = -6; Wee1 degr inh = 1; FXIIa inh = -7; FXIa inh = -6; thrombin 1536 = -8; p97 inhibitor = 3; Furin inhibitor = 1[20 µM]
Entry for Cc1nn(Cc2ccccc2Cl)c2sc(C(=O)NCCCn3ccnc3)cc12 = PERK inhibitor = -1.1; KCC2 mod = -0.62; hK5 inh = 2; Wee1 degr inh = 0; FXIIa inh = 3; FXIa inh = -6; thrombin 1536 = -1; p97 inhibitor = -3; Furin inhibitor = -13
Entry for CCN(CC)S(=O)(=O)c1ccc(N2CCOCC2)c(NC(=O)c2ccc(F)cc2)c1 = PERK inhibitor = -0.5; KCC2 mod = ·; hK5 inh = 12; Wee1 degr inh = -3; FXIIa inh = 9; FXIa inh = -3; thrombin 1536 = 1; p97 inhibitor = 2; Furin inhibitor = -21

New compounds follow
[49] O=C(Nc1ccc(Br)cc1)C1OCCc2ccccc21 (centres undefined)
[50] Cc1ccc(NC(=O)c2cc(N3CCOCC3)nc3ccccc23)cc1
[51] CCn1c(SCC(=O)c2ccc(Cl)s2)nnc1-c1cccs1
[52] COc1ccccc1-c1cc(C(=O)Nc2c(C)n(C)n(-c3ccccc3)c2=O)no1
[53] CCOc1ccccc1C1C(C(=O)Nc2ccccc2OC)=C(C)Nc2nnnn21 (centres undefined)
[54] Cc1ccc([N+](=O)[O-])cc1N=C(c1ccc([N+](=O)[O-])cc1)N1CCOCC1
[55] CC(C)Cc1nnc(NC(=O)CSc2nc(O)c(-c3ccccc3)c(=O)[nH]2)s1
[56] CCN(CC)C(=O)CN(Cc1ccccc1)S(=O)(=O)c1ccc(F)cc1
[57] O=C(N/N=C/C(Br)=C\c1ccccc1)c1ccco1

compound no.,49,50,51,52,53,54,55,56,57
PERK inhibitor,1.9,-1.9,-0.3,-1.5,-0.3,1.2,0.4,-0.2,1.0
KCC2 mod,-0.71,-0.015,·,-1.7,-1.2,0.021,-0.18,0.29,-0.97
hK5 inh,-2,-40,-3,14,5,-26,25,-11,1
Wee1 degr inh,4,-1,-2,1,-2,1,5,0,6
FXIIa inh,5,-5,0,10,12,8,32,-7,5
FXIa inh,-1,-6,2,1,2,5,34,-1,2
thrombin 1536,-2,2,6,-2,0,-1,18,4,-11
p97 inhibitor,2,5,1,5,2,3,-5,-2,4
Furin inhibitor,-33,-4,-21,-32,-10,-4,-3,-20,-6
